KinaseGlo FLuc: counter-screen: inhibitors of Kinase-Glo firefly luciferase. Potency, µM (top dose mostly 38.3 µM), for the others: at the top dose activity change, negative = inhibition, actives largely listed as inhibitors. Kinase-Glo luciferase, ATP luminescence, 8 min. 200,000 tested, 0.28% active. Q27757; also: potency is read from the fitted curve at half-maximal effect; % is scaled to controls: 0 for no effect and ±100 for the full control effect; nearly all actives have a fitted effect of over 60% in size
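Compounds were added to a substrate mix at pH 7.2 (50 mM imidazole, 10 uM ATP, within the enzyme's linear range), followed by Kinase-Glo detection reagent; luminescence was measured after 8 minutes at ambient temperature.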
IMPase Li inh: IMPase inhibition in cells with lithium potentiation. CHO-M1 cells, IP1 TR-FRET (IP-One), carbachol + lithium. Potency, µM (titrated, usually from 59.4 µM), without a hit: at the highest dose activity, negative = IMPase inhibition, hits mostly inhibitors. 210,000 tested, 0.35% active. AID 1457;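 also: IP1 builds up when IMPase is blocked and the TR-FRET signal falls; potency is read from the fitted curve at half-maximal effect; plate controls were basal vehicle for no effect and high inhibitor control for full effect; nearly all actives have a fitted effect of over 50% in size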
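IP1 accumulation measured by competitive TR-FRET in lysed CHO-M1 cells after 30 min compound exposure at 37C, with a small lithium addition to potentiate weak responses. Hill-equation AC50 from ratio and donor-channel data.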
NPSR antagonist: neuropeptide S receptor (human) antagonism, cAMP; Q6W5P4; CHO-NPSR cells, cAMP TR-FRET, antagonist mode; Potency, µM (top dose mostly 38.3 µM), without a hit: at the top dose activity change, negative = inhibition, hits mostly inhibitors; 220,000 tested, 1% active; AID 1461; also: potency is read from the fitted curve at half-maximal effect; % is scaled to controls: 0 for no effect and ±100 for the full control effect; nearly all actives have a fitted effect of over 50% in size; many of its hits are not listed in these tables
Epigenetic reg: epigenetic control regulation, reporter derepression; Potency, µM (highest dose often 53.9 µM), inactives show at the top dose GFP activation, most hits filed as activators; 280,000 tested, 0.2% active; murine LDR cells, GFP reporter derepression, 30 h; also: potency is read from the fitted curve at half-maximal effect; % of control where 0% means no effect; nearly all actives have a fitted effect of over 60% in size
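Readout is the number of GFP-expressing murine LDR cells, counted by cytometry following washing. Cells were treated with compound for 30 h at 37 C; the stably integrated CMV-GFP locus is normally silent.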
LMNA splice mod: changes lamin A minigene splicing in HeLa cells; HeLa LMNA splicing GFP/RFP minigene ratio, 48 h; Potency, µM (highest dose often 46.1 µM), for inactives: at the highest dose ratio change, negative = inhibition, most hits filed as inhibitors; 200,000 tested, 0.01% active; AID 1487; active = well fitted inhibition curve with a large enough effect in the signal ratio, with a control signal flat, not every such curve was filed as active; inconclusive = small, poorly fitted or top-dose-only effect, or effect the other way, or a change in a side signal; the % refers to the signal ratio; also: potency is read from the fitted curve at half-maximal effect; % is scaled to controls: 0 for no effect and ±100 for the full control effect
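S3 HeLa cells stably expressing lamin A-EGFP splicing minigene plus DsRed2, 600 cells/well, 48 h compound exposure at 37C. Laser-scanning cytometry; analysed as GFP (500-530 nm)/RFP (575-640 nm) total intensity ratio; 0.5% DMSO vehicle.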
GLA spleen mod: alpha-galactosidase A (human) modulation | AID 2107 | 240,000 tested, 0.008% active | Potency, µM (highest dose often 80 µM), for the others: top-dose activity change, negative = inhibition, most hits filed as inhibitors | P06280 | human spleen homogenate, 4MU-alpha-Gal fluorescence, 40 min;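 also: potency is read from the fitted curve at half-maximal effect; 0% = enzyme with vehicle and -100% = no enzyme basal signal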
Target sequence (P06280 32-429 limits assumed): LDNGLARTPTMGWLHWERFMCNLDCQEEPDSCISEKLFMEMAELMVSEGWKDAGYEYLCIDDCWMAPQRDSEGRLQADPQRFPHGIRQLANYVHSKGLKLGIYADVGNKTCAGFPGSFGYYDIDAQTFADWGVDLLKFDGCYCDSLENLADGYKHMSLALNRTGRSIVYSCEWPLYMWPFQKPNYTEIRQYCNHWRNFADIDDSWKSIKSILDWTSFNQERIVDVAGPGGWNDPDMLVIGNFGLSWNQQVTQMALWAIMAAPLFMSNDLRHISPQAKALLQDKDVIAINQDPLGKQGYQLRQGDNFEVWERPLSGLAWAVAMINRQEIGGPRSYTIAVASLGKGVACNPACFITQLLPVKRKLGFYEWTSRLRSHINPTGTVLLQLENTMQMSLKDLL
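Inhibition or activation of alpha-galactosidase in human spleen homogenate is scored by 4-MU fluorescence after 40 min at 37C, pH 5.0, with 1 mM substrate. AC50s come from concentration-response fitted to the Hill equation.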
CBFb RUNX1 block: CBF-beta/RUNX1 interaction disruption; AlphaScreen CBFb-His/RUNX1-biotin binding, biochemical; Q01196+Q13951; 230,000 tested, under 10 active; Potency, µM (titrated, usually from 59.8 µM), without a hit: top-dose activity, negative = inhibition, most hits filed as inhibitors; also: % of control where 0% means no effect
Target sequence (Q01196 whole entry, looked up): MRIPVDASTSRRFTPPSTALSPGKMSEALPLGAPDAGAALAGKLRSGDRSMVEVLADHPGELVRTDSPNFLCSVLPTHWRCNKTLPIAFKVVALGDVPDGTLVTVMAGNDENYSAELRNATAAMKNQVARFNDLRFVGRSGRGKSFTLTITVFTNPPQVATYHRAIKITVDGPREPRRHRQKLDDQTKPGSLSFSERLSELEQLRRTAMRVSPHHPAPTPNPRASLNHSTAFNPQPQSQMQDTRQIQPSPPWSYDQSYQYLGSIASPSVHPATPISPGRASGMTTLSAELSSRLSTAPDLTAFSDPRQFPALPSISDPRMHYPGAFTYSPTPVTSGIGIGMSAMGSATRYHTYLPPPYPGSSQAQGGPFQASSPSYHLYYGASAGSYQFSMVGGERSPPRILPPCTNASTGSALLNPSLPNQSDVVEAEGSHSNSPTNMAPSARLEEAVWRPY
Target sequence (Q13951 whole entry, looked up): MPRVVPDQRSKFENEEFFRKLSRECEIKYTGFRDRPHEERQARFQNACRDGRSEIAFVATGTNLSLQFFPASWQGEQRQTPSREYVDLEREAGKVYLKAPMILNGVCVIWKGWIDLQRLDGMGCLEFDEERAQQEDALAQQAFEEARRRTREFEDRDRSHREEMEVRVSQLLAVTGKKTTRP
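Interaction loss through any mechanism counts as activity. Pre-formed complex of His-CBF-beta and biotin-RUNX1 (30 nM apiece) is incubated with compound 15 min, then with 50 ng nickel and 50 ng streptavidin beads for 90 min before AlphaScreen detection.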
* = called active by the depositor; u = inconclusive; x = no result given; & = joins results of further samples; [ ] = dose if it differs, or a comment. Unless noted, calls follow the shape of the dose curve; as a rule, active = well fitted curve in the direction sought with a large enough effect; inconclusive = small, poorly fitted or top-dose-only effect, or another doubt; inactive = no such curve, though single readings can be large; an effect the other way counts as inactive or inconclusive. Not all compounds are listed; count on the stated rates, not on these rows.

SMILES | KinaseGlo FLuc | IMPase Li inh | NPSR antagonist | Epigenetic reg | LMNA splice mod | GLA spleen mod | CBFb RUNX1 block
c1ccc(C2=Nn3c(nnc3-c3cccnc3)SC2)cc1 | -2% | 0%[38.3 µM] | -3%[46.1 µM] | -0.9% | 10% | 5% | -1%
O=C(O)CCCC(=O)N1CCC(C(O)(c2ccccc2)c2ccccc2)CC1 | 7% | 6% | 9% | 1.2% | x | 2% | 1%
Cc1cccc(N2C(=O)C(Cc3ccccc3)NC2=S)c1 (centres undefined) | 1% | 6% | -7% | 1.0% | 2% | 1% | 3%
O=C(c1ccccc1Sc1c(Cl)cccc1[N+](=O)[O-])N1CCOCC1 | 3% | 7% | 5% | -2.5% | 9% | 7% | 1%
O=C(N/C(=C/c1ccccc1Cl)C(=O)N1CCCC1)c1ccccc1 | 3% | -6% | 15% | 4.0% | x | 0% | -5%
Cc1nc(NC(=O)C2CC2)sc1C(=O)NC1CCCCC1 | 1% | 5% | 1% | 0.0% | u | 8% | 4%
COC(=O)[C@H](COC(C)(C)C)NC(=O)O[C@H]1C(=O)c2ccc(OC)cc2O[C@@H]1c1ccc2c(c1)OCO2 | -1% | 21% | x | 0.8% | x | 2% | -10%
CC1(C)C(=O)NCCN1C(=O)CCC(=O)O | 3% | -1% | 4%[46.1 µM] | -0.8% | -7% | 4% | -1%
CC(=O)Nc1ccccc1NC(=O)c1ccc(C)cc1C | 0% | 4% | 14% | 0.9% | -13%[46 µM] | -9% | 5%
CC(=O)Nc1ccc(NC(=O)CN(C)CCC#N)cc1 | -3% | -5%[38.3 µM] | 3%[46.1 µM] | 0.0% | 8% | -2% | 5%
CSc1ccccc1NC(=S)Nc1cc(C)cc(C)c1 | -2% | 6%[38.3 µM] | -9%[46.1 µM] | -4.2% | 9% | 11% | -7%
O=C(COc1ccc(C(=O)c2ccccc2)cc1)NCC1CCCCC1 | -1% | -1% | -5% | u | u | -7% | 6%
COc1ccc(CCN2C(=O)CC(NNC(=O)c3ccccc3Br)C2=O)cc1OC (centres undefined) | -3% | -5% | 9% | 0.0% | 3% | 3% | -3%
CC(=O)Nc1ccc(NC(=O)CSc2ccc(-c3cccs3)nn2)cc1 | -2% | -16% | -11% | 0.9% | -3%[46 µM] | 2% | -11%
O=C(O)CC(Cc1ccccc1)c1ccc2c(c1)OCO2 (centres undefined) | -5% | 2%[38.3 µM] | -21%[46.1 µM] | -1.1% | -19% | -18% | -6%
COc1ccc(CNC(=S)NCc2ccc(OC)cc2)cc1 | 1% | -2% | 8% | 2.8%[10.1 µM] | -6%[1.84 µM] | 5% | -1%
CCCc1nc(C(C)(C)O)c(C(=O)OCc2oc(=O)oc2C)n1Cc1ccc(-c2ccccc2-c2nn[nH]n2)cc1 | -2% | 8% | x | -0.5% | -3% | -3% | 9%
OCc1ccnc2c(O)cccc12 | -5% | 29%[38.3 µM] | 0%[46.1 µM] | u | u | 4% | 1%
Cc1cc2nc(C)c(=O)n(C)c2cc1C | -1% | -15% | 3% | 1.0% | 7% | u | 10%
CC(=O)Oc1ccc(C(=O)Nc2cc(NC(=O)c3ccc(OC(C)=O)cc3)cc(C(=O)NC(C)(C)C)c2)cc1 | 2% | 2% | -15% | 2.2% | u | 2% | -13%
C=CCn1c(SCC(=O)NC2CCCCC2)nc2ccccc2c1=O | 1% | u | -27% | -1.7% | -1%[46 µM] | 11% | 1%
C=CCSc1nc2ccccc2[nH]1 | -7% | -13%[38.3 µM] | 9%[46.1 µM] | 0.0% | -1% | 2% | 3%
CCOc1ccc(/C(O)=C2/C(=O)C(=O)N(Cc3cccnc3)C2c2ccc(N(C)C)cc2)c(C)c1 (centres undefined) | -4% | -8%[38.3 µM] | -23%[46.1 µM] | 1.1% | 13% | 3% | -3%
Cc1nn(C)cc1C(=O)/C=C/c1ccc([N+](=O)[O-])cc1 | 1% | -8% | 7% | 1.1% | x | 3% | 5%
Cc1ccccc1CS(=O)(=O)Cc1ccc(C(=O)NCC2CCCO2)o1 (centres undefined) | 2% | 0%[38.3 µM] | 1%[46.1 µM] | -0.3% | 34% | 5% | 1%
Cc1cc(-n2c(C)cc(C(=O)CN3C(=O)NC4(CCCCC4)C3=O)c2C)no1 | 1% | 9% | -7%[46.1 µM] | -3.6% | -12% | 7% | 2%
CC(Sc1nnc(Cn2c(=O)sc3ccccc32)n1C)c1ccccc1 (centres undefined) | 1% | 3% | -11%[46.1 µM] | -1.0% | -8% | -3% | 2%
CC1CN/C(=C\C(=O)c2ccccc2)C(=O)N1 (centres undefined) | -6% | -1%[38.3 µM] | 0%[46.1 µM] | -0.9% | 9% | -7% | -3%
COc1ccc(N(CC(=O)NCc2cccnc2)S(=O)(=O)c2ccccc2[N+](=O)[O-])c(OC)c1 | -3% | 19% | 0% | 0.0% | 3%[46 µM] | 4% | 10%
Cc1ccc(S(=O)(=O)N2CCOCC2)cc1C(=O)NCCN1C(=O)S/C(=C\c2ccccc2Cl)C1=O | -1% | 13% | -9% | -0.9% | -10% | 3% | -3%
O=C(Cn1nnc2ccccc21)c1ccc(Br)cc1 | x | x | 4% | -1.7% | x | -3% | 3%
O=C(CCn1c(=S)[nH]c2ccccc2c1=O)NCCCN1CCOCC1 | 3% | -17%[38.3 µM] | 5%[46.1 µM] | -1.9% | 8% | -9% | -3%
O=C(O)c1cc(-c2ccc(Cl)s2)[nH]n1 | x | x | 11% | -1.0% | x | 3% | 4%
CNCCC1Sc2ccccc2Oc2ccccc21 (centres undefined) | -1% | 11% | -11% | -1.6% | x | 1% | 3%
CN(CC(=O)NC(=O)NC(C)(C)C)CC(=O)Nc1ccccc1Cl | 1% | 4% | -2% | -1.4% | x | 1% | 4%
CCc1ccccc1N(C(C)=O)c1nc(CN=C=S)cs1 | 1% | 9% | u | 2.4% | -24%[46 µM] | -1% | 15%
COC(=O)C1(C)NC(c2cccs2)C2C(=O)N(c3ccccc3F)C(=O)C21 (centres undefined) | 0% | -2% | -10%[46.1 µM] | 2.4% | -1% | -7% | 0%
CC(C)CNC(=O)c1ccccc1NC(=O)c1ccccc1N(C)S(C)(=O)=O | 1% | 7% | -7%[46.1 µM] | -1.2% | -2% | 10% | 2%
O=C(COc1ccc(Br)cc1F)NC1CCN(Cc2ccccc2)CC1 | -2% | 34%[38.3 µM] | 5%[46.1 µM] | -0.7% | -2% | 7% | 0%
Cc1ccc2nc(SCC(=O)Nc3ccc4sc(C)nc4c3)c(C#N)cc2c1 | 0% | u | u | 5.6µM* | u | 5% | 13%
Cc1nc2c(C(=O)N3CCOCC3)cnn2c(C)c1Cc1ccc(Cl)cc1 | -5% | -17%[38.3 µM] | -10%[46.1 µM] | -2.8% | 20% | 0% | 4%
O=C(CSc1nc(-c2ccccc2Cl)ns1)NCc1ccc2c(c1)OCO2 | -1% | 3% | 0% | -1.1% | -8% | 5% | -3%
Cc1nnc(NC(=O)CSc2ccc(-c3ccccn3)nn2)s1 | 0% | -2% | 3% | -7.7% | -19%[46 µM] | 1% | -22%
COc1ccc(C2C(C(C)=O)=C(O)C(=O)N2CCO)c(OC)c1 (centres undefined) | 0% | -1%[38.3 µM] | 8%[46.1 µM] | 4.2% | -2% | 12% | 0%
COc1ccc(C(=O)c2cnc(/N=C/N(C)C)s2)cc1 | 4% | -17% | -3%[46.1 µM] | 0.0% | -4% | -5% | 1%
Nc1ccc(Cl)c(S(=O)(=O)Nc2ccc(Cl)cc2)c1 | x | x | -10% | 0.3% | x | 1% | -1%
Cn1c(=O)oc2cc(S(=O)(=O)Nc3ccc(Cl)cc3F)ccc21 | 1% | 6% | -4%[46.1 µM] | -1.0% | -8% | 14% | 1%
S=C(Nc1ccccc1Cl)N1CCOCC1 | 3% | -11% | 12% | -3.2% | u | 10% | 3%
COc1ccc(-c2cc(N)n(S(=O)(=O)Cc3ccccc3)n2)c(OC)c1 | 0% | 3% | -7%[46.1 µM] | -1.0% | -8% | -2% | -5%
Cc1cc(C)n(C2CCCCC2OC(=O)c2ccccc2)n1 (centres undefined) | -6% | 15%[38.3 µM] | 15%[46.1 µM] | -1.8% | 4% | 0% | 0%
O=C(CCCC(=O)OCC(F)(F)C(F)F)Nc1nccs1 | -1% | 26%[38.3 µM] | -2%[46.1 µM] | 1.0% | -8% | -16% | 2%
Cc1ccnc(NC(=O)c2ccc3c(c2)C(=O)N(CC2CCCO2)C3=O)c1 (centres undefined) | -14% | 3% | -6% | -4.7% | 2%[46 µM] | -7% | 5%
CCOC(=O)c1cnc(SCC(=O)Nc2cc(OC)ccc2OC)nc1N | -2% | 21%[38.3 µM] | -17%[46.1 µM] | 0.0% | u | 0% | 11%
CC(C)(C)OC(=O)N1CCC[C@@H]1C(=O)N1CCC(C(=O)O)CC1 | -1% | -13%[38.3 µM] | -4%[46.1 µM] | 0.0% | 8% | 3% | 8%
CCOC(=O)CCCn1ncn2c(cc3occc32)c1=O | 2% | -1%[38.3 µM] | -11%[46.1 µM] | -4.2% | -2% | 1% | 3%
O=C(O)CSc1nnc(-c2ccncc2)n1-c1ccc(Cl)cc1 | 17% | 14%[38.3 µM] | -5%[46.1 µM] | 2.5% | 0% | 0% | -3%
CC(C)(C)c1cc(O)c(C(C)(C)C)cc1O | 1% | 18%&12% | x | 1.9%&0.0% | x | -13%&8% | -2%
O=C(Cn1nc2sc3ccccc3n2c(=O)c1=O)c1cccs1 | x | x | -15% | 1.5% | x | 7% | 1%
COc1ccc(N2C(=O)c3ccccc3S2(=O)=O)cc1 | x | x | 12% | 0.1% | x | -5% | 11%
CCOC(=O)Nc1csnn1 | x | x | 15% | -1.1% | x | -2% | 14%
Cn1nnnc1N=N/C(=N/Nc1ccccc1)c1ccccc1 | x | x | -6%[7.67 µM] | u | x | 5% | x
COc1ccc(-n2c(=O)c(-c3cn(C)c4ccccc34)nc3cnc(N4CCNCC4)nc32)cc1 | x | -1% | x | x | u | -5% | x
CC1CCC2(CC1)C(Nc1cccc(Cl)c1)=NC(=S)N2CC#N (centres undefined) | -1% | 25% | u | -1.0% | -11% | -14% | -4%

Quoted at random: 2 records from the list, in no set order.
SMILES | KinaseGlo FLuc | IMPase Li inh | NPSR antagonist | Epigenetic reg | LMNA splice mod | GLA spleen mod | CBFb RUNX1 block
CCOC(=O)CCCn1ncn2c(cc3occc32)c1=O | 2% | -1%[38.3 µM] | -11%[46.1 µM] | -4.2% | -2% | 1% | 3%
O=C(Cn1nnc2ccccc21)c1ccc(Br)cc1 | x | x | 4% | -1.7% | x | -3% | 3%
